SW480 rereplic: inducers of DNA re-replication in SW480 colon cancer cells; SW480 DNA re-replication, Hoechst DNA content imaging, 48 h; Potency, µM (top dose mostly 46.1 µM), without a hit: top-dose re-replication activation, hits mostly activators; actives 1.8% (n = 340,000); also: % of control where 0% means no effect; nearly all actives have a fitted effect of over 55% in size
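Readout is total intensity of Hoechst-stained nuclei, excited at 405 nm and collected at 500-530 nm. Compound treatment lasted 48 hr at 37 C in 5% CO2 before staining.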
GLP1R inv ag: GLP-1 receptor (human) inverse agonism; P43220; HEK293 GLP-1R CRE-luciferase, luminescence, 24 h; GLP-1R form is constitutively active; Potency, µM (series often up to 38.3 µM), without a hit: at the top dose activity change, negative = inhibition, usual class: inhibitors; actives 1.6% (n = 410,000); AID 624417; also: % is scaled to controls: 0 for no effect and ±100 for the full control effect; nearly all actives have a fitted effect of over 55% in size
Target sequence (P43220 whole entry, looked up): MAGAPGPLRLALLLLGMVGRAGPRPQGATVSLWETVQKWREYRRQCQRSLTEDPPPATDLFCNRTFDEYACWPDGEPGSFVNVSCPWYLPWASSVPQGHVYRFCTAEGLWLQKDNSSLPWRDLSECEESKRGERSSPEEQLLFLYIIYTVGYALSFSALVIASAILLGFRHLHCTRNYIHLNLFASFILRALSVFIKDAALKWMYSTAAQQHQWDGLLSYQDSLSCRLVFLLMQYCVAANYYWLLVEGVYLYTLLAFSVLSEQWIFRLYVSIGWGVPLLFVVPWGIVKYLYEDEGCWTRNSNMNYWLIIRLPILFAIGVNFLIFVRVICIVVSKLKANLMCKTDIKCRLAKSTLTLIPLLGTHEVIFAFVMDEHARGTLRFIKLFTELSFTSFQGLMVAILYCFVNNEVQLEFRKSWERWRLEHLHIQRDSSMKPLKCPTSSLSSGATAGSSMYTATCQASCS
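Using stably transfected HEK293 (constitutively active GLP-1R, cAMP-luciferase reporter), compounds were incubated 24 hr and luciferase measured by luminescence.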
HT1080-NT tox: kills 2HG-producing HT-1080-NT fibrosarcoma cells; Potency, µM (top dose mostly 46.1 µM), for inactives: top-dose activity, negative = less viability, hits mostly cytotoxic; HT-1080-NT fibrosarcoma viability, CellTiter-Glo ATP luminescence, 48 h; actives 1.6% (n = 360,000);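 also: NT is the 2HG producing partner of a matched IDH1 knockdown line; 0% = DMSO-treated cells and -100% = media-only wells without cells; nearly all actives have a fitted effect of over 55% in size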
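Luminescent CellTiter-Glo readout after 48 hours of compound exposure at 37 degrees C defined viability of HT-1080-NT cells. Activity was normalized to DMSO wells and cell-free media wells; concentration-response curves were fitted and assigned curve classes.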
HT1080 IDH1KD tx: kills HT-1080 cells with IDH1 knockdown. HT-1080 IDH1 knockdown viability, ATP luminescence, 48 h. Potency, µM (highest dose often 46.1 µM), without a hit: top-dose activity, negative = toxicity, hits mostly cytotoxic. actives 2% (n = 360,000);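 also: 0% = DMSO wells and -100% = cell-free medium wells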
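IDH1KD HT-1080 cells, 750/well, RPMI + 5% FBS; compound pinned after 2 h settling; 48 h, 37 °C; CellTiter-Glo luminescence; % activity normalised to DMSO and no-cell wells; curves fitted, classed by r2 and efficacy.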
GLP1R cytotox: cytotoxicity in counter-screen for GLP-1R inverse agonists | HEK293 cAMP-luciferase reporter cells, luminescence, 24 h | Potency, µM (doses to about 38.3 µM), for the others: at the top dose activity change, negative = inhibition, hits mostly inhibitors | actives 0.13% (n = 410,000) | AID 624418;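 also: loss of luciferase light is scored as toxicity; % is scaled to controls: 0 for no effect and ±100 for the full control effect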
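Cells in DMEM/10% Nu serum/1% pen-strep, 1536-well format. Pre-incubated 12 h, dosed with 23 nL compound, incubated a further 24 h. Luciferase detection, 12 min at room temp, luminescence.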
KB-V1 cytotox: kills drug-selected multidrug resistant KB-V1 cells | KB-V1 MDR cells viability, CellTiter-Glo, 72 h | Potency, µM (top dose mostly 46.1 µM), for inactives: at the top dose activity change, negative = cytotoxicity, actives largely listed as cytotoxic | actives 3.4% (n = 400,000) | AID 1347076; also: % is scaled to controls: 0 for no effect and ±100 for the full control effect; nearly all actives have a fitted effect of over 60% in size
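Drug-selected KB-V1 cells, grown in DMEM lacking phenol red with 10% FBS, receive compound titrations; after three days at 37 degrees C, surviving cell ATP is quantified by CellTiter-Glo luminescence and responses normalized and curve-fitted.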
GLP-1R agonist: activates the human GLP-1 receptor; P43220; Potency, µM (titrated, usually from 45.6 µM), for the others: top-dose activation, actives largely listed as activators; HEK293 GLP-1R CRE-luciferase, luminescence, 4-6 h; cells express a hypersensitive GLP-1R form; actives 0.007% (n = 380,000); AID 624172; also: % of control where 0% means no effect
TDP43 rescue: TDP-43 toxicity inhibition in yeast; TDP-43 expressing yeast growth rescue, BacTiter-Glo, 24 h; Potency, µM (titrated, usually from 46.1 µM), for inactives: top-dose growth rescue (activation), usual class: activators; actives 1.8% (n = 410,000); also: % of control where 0% means no effect; nearly all actives have a fitted effect of over 50% in size
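In this qHTS, compounds that restore growth of yeast expressing TDP-43 appear as activators. Cells (OD600=0.02, galactose medium, raffinose-pregrown) are incubated with compound 24 hr at 30 deg C and growth is quantified by BacTiter-Glo.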
KB-3-1 cytotox: KB-3-1 parental cell cytotoxicity. KB-3-1 viability, CellTiter-Glo ATP luminescence, 72 h. Potency, µM (doses to about 46.1 µM), inactives show top-dose activity change, negative = cytotoxic, hits mostly cytotoxic. actives 1.4% (n = 400,000); also: % is scaled to controls: 0 for no effect and ±100 for the full control effect; nearly all actives have a fitted effect of over 60% in size
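Cells are dispensed, compounds pinned in, plates held at 37 °C for 72 h, then CellTiter-Glo is added and luminescence read after 10 minutes. Cell line: parental KB-3-1 in phenol-red-free DMEM, 10% FBS.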
Starred values were filed as active, the others as inactive; ? = inconclusive; . = no result given; & = joins results of further samples; [ ] = another dose, or the depositor's remark. Calls follow the shape of the dose curve; as a rule, active = well fitted curve in the direction sought with a large enough effect; inconclusive = small, poorly fitted or top-dose-only effect, or another doubt; inactive = no such curve, though single readings can be large; an effect the other way counts as inactive or inconclusive. Potency is read from the fitted curve at half-maximal effect. Rows were taken by chance; any-hit rate near 9.4%.

SMILES | SW480 rereplic | GLP1R inv ag | HT1080-NT tox | HT1080 IDH1KD tx | GLP1R cytotox | KB-V1 cytotox | GLP-1R agonist | TDP43 rescue | KB-3-1 cytotox
CC(C)(C)c1ccc(S(=O)(=O)N2CCN(c3ncccn3)CC2)cc1 | ? | 2% | 20% | 14% | -1% | -7% | 1% | -10% | -2%
O=S(=O)(c1ccc(Cl)cc1)n1nnc2ccccc21 | -4% | 0% | 25% | 21% | -4% | 16% | -5% | -4% | 15%
O=C1NC(Cc2ccc(O)cc2)c2nc3cc(F)c(F)cc3c(=O)n2-c2ncccc21 (stereo not given) | . | 25% | ? | 21µM* | -29% | 0% | -7% | 17% | 0%
Cc1c(Cc2ccc3c(c2)OCO3)sc(NC(=O)c2ccccc2)c1C(N)=O | 9% | -26% | ? | ? | -23% | ? | 4% | 8% | ?
CC(=O)Nc1ccc(S(=O)(=O)Nc2cccc(NC(=O)C(C)(C)C)c2)cc1 | -6% | -13% | -16% | 1% | 18% | -2% | -1% | 0% | -3%
O=C(CCCOc1ccc(Cl)cc1Cl)Nc1ncccn1 | -12% | 6% | -26% | ? | 5% | -12% | 10% | 10% | 3%
COc1cccc(OC)c1C(=O)Nc1ccc2c(c1)OCCO2 | 1% | -2% | 2% | -1% | -14% | 0% | -6% | 19% | 6%
COc1cccc2c1Oc1ncccc1N(c1ccc(C(=O)NCc3ccccc3Cl)s1)C2 | . | -3% | . | . | 11% | 5% | . | 17% | -1%
O=C(CCc1cccc(Cl)c1)N1CCCC(Nc2ccccc2)C1 (stereo not given) | -7% | ? | 14% | 0% | ? | -14% | 5% | ? | -16%
O=C(CN1C(=O)NC2(CCCC2)C1=O)OCCOc1ccccc1 | 4% | 8% | 0% | 1% | 1% | 1% | 6% | -4% | 5%
CC1=C(C(N)=O)C(c2cccc(Br)c2)n2nc(SCc3ccccc3)nc2N1 (stereo not given) | . | 2% | . | . | 3% | 9% | -1% | 13% | 0%
COCCNC(=O)c1ccc(N2CC3CC(C2)c2cccc(=O)n2C3)c(NC(=O)c2ccc(C(C)(C)C)cc2)c1 (stereo not given) | . | 20% | 1% | 2% | 4% | 4% | 1% | 2% | 4%
CC1=C(C(=O)OCc2ccccc2)C(c2ccc(N3CCOCC3)cc2)NC(=O)N1 (stereo not given) | -5% | 48%[activator] | -5% | -6% | -7% | ? | 7% | -12% | 6%
COc1ccc(OC)c(NC(=O)NNC(=O)CCCOc2ccc(Cl)cc2C)c1 | 0% | 10µM* | -18% | ? | 5% | ? | 5% | 22% | -2%
CCC1C(=O)CC(c2ccc([N+](=O)[O-])cc2)NC1c1ccc([N+](=O)[O-])cc1 (stereo not given) | -10% | ? | -5% | -10% | -2% | ? | 4% | 5%[9.22 µM] | 8%
c1cc2c(cc1Cn1cnnn1)OCO2 | -5%[9.22 µM] | 3% | 2% | 1% | 10% | -1% | 4% | -3% | -9%
Cc1cnc(C(=O)Nc2nnc(SCc3c(Cl)cccc3Cl)s2)cn1 | -5% | -17% | 0% | -7% | 5% | ? | -1% | 3% | 0%
COc1ccc(S(=O)(=O)NCCc2sc(-c3cccc(F)c3)nc2C)cc1 | . | ? | . | . | -5% | 0% | -2% | 25µM* | -6%
CCCCn1c(N)c(N(CCC(C)C)C(=O)c2cc(CC)c(C)s2)c(=O)[nH]c1=O | -7% | -2% | -1% | 6% | -2% | -10% | -12% | 19% | 14%
O=C(Nc1cccc(Cl)c1)NC1CC2CCC(C1)N2Cc1ccco1 (stereo not given) | -1% | -26% | 9% | 9% | 3% | -4% | -8% | 9% | 3%
CCOc1ccccc1Nc1nnc(SCC(=O)NC2CCS(=O)(=O)C2)s1 (stereo not given) | -17% | 20% | 9% | 10% | 0% | 5% | 3% | 9% | -4%
O=C(NCC(O)COc1ccc([N+](=O)[O-])cc1)Nc1ccccc1 (stereo not given) | 6% | -20% | -3% | -13% | ? | ? | 9% | -4% | -4%
COc1ccc(C(=O)OC(C)C(=O)NC(C)CCc2ccccc2)c(OC)c1 (stereo not given) | 21% | -5% | -1% | 1% | 3% | -26% | 22% | -34%[inhibitor] | -3%
CCc1ccc(S(=O)(=O)Nc2ccc(-c3nc4cccnc4s3)cc2)s1 | 19% | 14% | 1% | 12% | 34% | 0% | 8% | 14% | -3%

Single records (already shown). Order of screens: SW480 rereplic, GLP1R inv ag, HT1080-NT tox, HT1080 IDH1KD tx, GLP1R cytotox, KB-V1 cytotox, GLP-1R agonist, TDP43 rescue, KB-3-1 cytotox
`O=C(NCC(O)COc1ccc([N+](=O)[O-])cc1)Nc1ccccc1` (stereo not given) in the list: 6%, -20%, -3%, -13%, ?, ?, 9%, -4%, -4%
`Cc1cnc(C(=O)Nc2nnc(SCc3c(Cl)cccc3Cl)s2)cn1` in the list: -5%, -17%, 0%, -7%, 5%, ?, -1%, 3%, 0%

Some of the entries so far, field by field.
> O=C(Nc1cccc(Cl)c1)NC1CC2CCC(C1)N2Cc1ccco1 (stereo not given)
  SW480 rereplic: -1% | GLP1R inv ag: -26% | HT1080-NT tox: 9% | HT1080 IDH1KD tx: 9% | GLP1R cytotox: 3% | KB-V1 cytotox: -4% | GLP-1R agonist: -8% | TDP43 rescue: 9% | KB-3-1 cytotox: 3%

> Cc1cnc(C(=O)Nc2nnc(SCc3c(Cl)cccc3Cl)s2)cn1
  SW480 rereplic: -5% | GLP1R inv ag: -17% | HT1080-NT tox: 0% | HT1080 IDH1KD tx: -7% | GLP1R cytotox: 5% | KB-V1 cytotox: ? | GLP-1R agonist: -1% | TDP43 rescue: 3% | KB-3-1 cytotox: 0%

> CCc1ccc(S(=O)(=O)Nc2ccc(-c3nc4cccnc4s3)cc2)s1
  SW480 rereplic: 19% | GLP1R inv ag: 14% | HT1080-NT tox: 1% | HT1080 IDH1KD tx: 12% | GLP1R cytotox: 34% | KB-V1 cytotox: 0% | GLP-1R agonist: 8% | TDP43 rescue: 14% | KB-3-1 cytotox: -3%

(list continues)
SMILES | SW480 rereplic | GLP1R inv ag | HT1080-NT tox | HT1080 IDH1KD tx | GLP1R cytotox | KB-V1 cytotox | GLP-1R agonist | TDP43 rescue | KB-3-1 cytotox
CCN(C(=O)c1cccn(Cc2ccccc2C)c1=O)c1ccccc1 | . | -9% | . | . | 2% | ? | -3% | 6% | -5%
O=C(Cc1ccc(Br)cc1)OCC(=O)N1CCCCCC1 | -7% | 1% | 10% | 10% | -2% | 15% | 2% | 30% | 0%
CN(C)c1ccccc1C(=O)N1CCCC(C(=O)c2ccc3ccccc3c2)C1 (stereo not given) | 24% | ? | -23% | -28% | 2% | ? | 10% | ? | -21%
CCOC(=O)N1CCC(N2C(=O)c3ccc(C(=O)O)cc3C2=O)CC1 | ? | 3% | 0% | 3% | -1% | -15% | 4% | -17% | 5%
O=C(Nc1cccc(NC(=O)c2cccs2)c1)c1ccc2c(c1)OCCO2 | -1% | -6% | 2% | 5% | -15% | -2% | -5% | 6% | 0%
N#Cc1nc(-c2ccc(OCc3ccccc3)cc2)oc1NCc1cccnc1 | 0% | -10% | -14% | -19% | -19% | 0% | 26% | -12% | -6%
CCOC(=O)CNc1nc(C#N)nc(N2CCOCC2)n1 | -2% | -22% | -7% | -16% | -12% | 18%&4% | -9% | 6% | ?
Cc1ccc2nc3c(c(Nc4cccc(O)c4)c2c1)CCC3 | -5% | ? | 18µM* | ? | -13% | ? | 2% | 1% | ?
CCCC(=O)N(CCN(Cc1ccccc1)C(=O)CCC)Cc1ccccc1 | -3% | 13µM* | -4% | -14% | -24% | -3% | 1% | 0% | -16%
O=C(Nc1ncccc1O)c1cccc(S(=O)(=O)N2CCCC2)c1 | -6% | 3% | 7% | 5% | 5% | 5% | -6% | 2% | 6%
Cc1ccc(-c2c(C(=O)N/N=C/c3ccc(OC(C)C)cc3)nnn2-c2nonc2N)cc1 | -1% | -22% | 0% | -2% | -10% | 13% | 3% | 14% | 6%
CC1=C(C(=O)OCC(C)C)C(c2ccsc2)C2=C(CCCC2=O)N1 (stereo not given) | 3% | ? | -6% | -13% | -13% | -14% | 9% | -2% | -3%
Cc1nnc(-c2cccc(Br)c2)c2cn(-c3ccccc3)nc12 | -3% | -10% | -4% | -14% | -8% | ? | 0% | ? | ?
CCOC(=O)c1sc(-c2ccc(F)cc2)cc1N | -6% | 5% | -29% | ? | 2% | -3% | 13% | 19% | -13%
COc1cccc(C(c2c(NC(=O)c3ccccc3)sc(C)c2C)N2CCN(C)CC2)c1 (stereo not given) | 2% | -4% | -5% | 3% | 20% | 21µM* | -10% | 1% | ?

Bioassay records from PubChem.
